# M5 ag: human M5 muscarinic receptor agonists, primary screen, CHO-K1 cells, Fluo-8 calcium fluorescence; Muscarinic acetylcholine receptor M5 (Homo sapiens), P08912; activation, % at 3 µM; 0.19% of 360,000 active; AID 624037, 2012; CHO-K1 hM5 cells; 0% DMSO wells, 100% maximal acetylcholine response;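 active = activation above the run's mean over test compounds plus 3 SD, cut at about 23% in these data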;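 also: signal is peak over basal fluorescence ratio across the kinetic read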
# Target sequence (P08912 whole entry, looked up): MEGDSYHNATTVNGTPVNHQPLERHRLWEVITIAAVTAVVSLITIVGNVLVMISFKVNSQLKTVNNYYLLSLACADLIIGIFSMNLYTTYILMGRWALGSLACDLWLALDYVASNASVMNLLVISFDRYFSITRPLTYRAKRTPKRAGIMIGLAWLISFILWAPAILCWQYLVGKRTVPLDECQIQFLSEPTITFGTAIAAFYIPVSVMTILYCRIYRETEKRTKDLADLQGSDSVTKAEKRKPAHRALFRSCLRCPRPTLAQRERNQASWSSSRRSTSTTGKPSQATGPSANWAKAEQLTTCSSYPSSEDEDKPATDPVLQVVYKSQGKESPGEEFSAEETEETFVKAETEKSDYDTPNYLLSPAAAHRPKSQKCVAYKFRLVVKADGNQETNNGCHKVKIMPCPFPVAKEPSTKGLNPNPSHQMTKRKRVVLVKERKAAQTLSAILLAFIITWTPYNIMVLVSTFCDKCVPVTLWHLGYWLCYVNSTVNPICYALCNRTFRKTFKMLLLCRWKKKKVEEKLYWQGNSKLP
# CHRM5 PAM: human M5 muscarinic receptor positive allosteric modulators, primary screen, CHO-K1 cells, Fluo-8 calcium fluorescence. CHO-K1 hM5, ACh EC20 PAM; 0% = ACh EC20, 100% = ACh EC100. activation, % at 3 µM. 0.3% of 360,000 active. AID 624038, 2012;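 active = activation above the run cutoff, the mean activation of all test compounds plus 3 SD, cut at about 18% in these data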
#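 System – CHO-K1 hM5 cells · Compound – 3 µM, single dose · Incubation – compound preincubation 140 s before EC20 acetylcholine addition · Technique – Fluo-8 calcium fluorescence · Measure – Max/basal fluorescence ratio as % of EC20–EC100 ACh window · Benchmarks – low control EC20 acetylcholine (0%), high control EC100 acetylcholine (100%) · Replication – singlicate, one well per test compound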
# M1 PAM parental: nonselective calcium activators in parental CHO-K1 cells, primary screen, counter-screen for M1 PAM project, cell-based, Fluo-8 calcium fluorescence, full deck, 1536-well. ATP EC20; 0% at ATP EC20, 100% at ATP max. activation, % at 3 µM. 0.02% of 360,000 active. AID 602247, 2012;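 active = activation above the run cutoff, the mean activation of all test compounds plus 3 SD, cut at about 40% in these data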;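 also: peak over basal fluorescence ratio in a 140 s read after ATP addition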
# M5 antag: human M5 muscarinic receptor antagonists, primary screen, CHO cells, Fluo-8 calcium fluorescence; inhibition, % at 3 µM; 0.59% of 360,000 active; Muscarinic acetylcholine receptor M5 (Homo sapiens), P08912; AID 624040, 2012; CHO-hM5 cells, ACh EC80;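 active = inhibition above a per-plate cutoff, the mean of that plate's test compounds plus 3 SD, cut at about 27% in these data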;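 also: 0% = acetylcholine EC80 with DMSO and 100% = DMSO without agonist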
# CRFR2-BP ag: agonists of CRF-BP/CRF-R2 complex, primary screen, cell-based, HEK293, calcium dye fluorescence, uHTS. calcium dye fluorescence (FLIPR); percent of saturating CRF peptide response. AID 588473, 2011. 0.46% of 350,000 active. activation, % at 13.2 µM;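 active = activation of at least 50%, plus an integration ratio under a set limit after plate pattern correction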;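 also: plate controls were neutral control wells without compound for no effect and CRF at EC100 for full effect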
# M4 PAM: human M4 muscarinic receptor positive allosteric modulators, primary screen, CHO-K1 cells, Fluo-8 calcium fluorescence. Muscarinic acetylcholine receptor M4 (Homo sapiens), P08173. CHO-K1 hM4/Gqi5, ACh EC20; 0% = ACh EC20, 100% = maximal ACh. activation, % at 3 µM. 0.4% of 360,000 active. AID 624126, 2012;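 active = activation above its plate's cutoff, the mean activation of sample wells plus 3 SD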; also: some results filed as inactive read as strong as hits
# TAAR1 antag: human TAAR1 antagonists, primary screen, Fluo-8 calcium fluorescence, CHO RD-HGA16 cells | Trace amine-associated receptor 1 (Homo sapiens), Q96RJ0 | antagonist | inhibition, % at 3 µM | 1.5% of 360,000 active | AID 624466, 2012;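 active = inhibition above a per-plate cutoff, the mean inhibition of test compounds on that plate plus 3 SD, cut at about 49% in these data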;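 also: 0% = DMSO plus EC80 beta-PEA response and 100% = DMSO alone without agonist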
# Target sequence (Q96RJ0 whole entry, looked up): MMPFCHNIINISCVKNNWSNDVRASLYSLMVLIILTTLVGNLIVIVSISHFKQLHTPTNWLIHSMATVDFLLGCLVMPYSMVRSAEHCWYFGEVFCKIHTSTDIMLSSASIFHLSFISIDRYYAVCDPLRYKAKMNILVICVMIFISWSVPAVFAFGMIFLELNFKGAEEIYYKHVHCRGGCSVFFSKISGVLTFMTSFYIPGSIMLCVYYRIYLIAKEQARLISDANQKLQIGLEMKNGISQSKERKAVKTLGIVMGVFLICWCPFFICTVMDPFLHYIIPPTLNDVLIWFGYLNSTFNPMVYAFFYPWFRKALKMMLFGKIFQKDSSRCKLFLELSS
#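 test system = CHO RD-HGA16 cells bearing hTAAR1 | replication = singlicate | controls = DMSO-only wells and EC80 β-PEA-stimulated wells | reagent = EC80 β-phenethylamine stimulus | read-out basis = percent inhibition of PEA-evoked calcium signal, max/basal emission ratio | schedule = seeding 17-24 h prior, 75-min 37 °C, 30-min RT dye loading | signal = kinetic Fluo-8 calcium fluorescence measurement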
# CRFR2-BP antag: antagonists of CRF-BP/CRF-R2 complex, primary screen, cell-based, HEK293, calcium dye fluorescence, uHTS | CRF-induced calcium fluorescence | inhibition, % at 11.8 µM | 0.59% of 350,000 active;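 active = inhibition of the ligand-induced calcium signal above about 50% at the single tested concentration, limit read from the data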
# TAAR1 ag: human TAAR1 agonists, primary screen, Fluo-8 calcium fluorescence, CHO RD-HGA16 cells; 0.99% of 360,000 active; AID 624467, 2012; vehicle wells 0%, saturating PEA agonist 100%; activation, % at 3 µM;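 active = activation above the mean activation of all test compounds in the run plus 3 SD, cut at about 38% in these data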
#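 Benchmarks: low control DMSO, high control PEA (EC100); System: CHO RD-HGA16 cells carrying human TAAR1 plus Gα16; Detection: Fluo-8 fluorescence, 5 s baseline then 140 s kinetic read; Schedule: 17-24 h plating, Fluo-8 75 min 37 °C, 30 min RT; Read-out basis: % activation from peak over basal fluorescence ratio, DMSO-to-PEA scaled.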
# An asterisk follows results filed as active; / = no result given. The order is random. Share with any hit: about 4.2%.
SMILES,M5 ag,CHRM5 PAM,M1 PAM parental,M5 antag,CRFR2-BP ag,M4 PAM,TAAR1 antag,CRFR2-BP antag,TAAR1 ag
COc1ccc(N(CC(=O)NCc2ccc3c(c2)OCO3)S(=O)(=O)c2c(C)nn(C)c2C)cc1,1,-2,18,4,1.3,1,4,-1,2
Cc1cc(NC(=O)CN2CCN(c3ncccn3)CC2)no1,2,-6,14,8,-0.6,5,-3,7,5
CC(=O)c1cccc(NC(=S)NCc2ccco2)c1,-2,3,1,-6,-0.1,-8,9,9,4
Cc1ccccc1S(=O)(=O)c1c(C)cc(C)n(C(C)C)c1=O,-5,22*,23,-11,-0.9,1,9,8,8
CCN1C(=O)CSC1=Nc1ccc(Cl)c(Cl)c1,2,-2,2,0,-4.8,-4,9,17,6
CC(C)Oc1cc(F)ccc1-c1cc(C(=O)Nc2ccc(C(C)C)cc2)[nH]n1,-3,-6,1,15,/,-5,28,/,-1
COc1ccc(C(=O)N/C(=C\c2cn(C)c3ccccc23)C(=O)N2CCOCC2)cc1OC,-1,-2,-8,0,0.4,-6,-9,7,6
COC(=O)[C@]12CCCCC=C1N(CCc1ccc(OC)c(OC)c1)C(=O)[C@H](CC(=O)NCc1cccc3ccccc13)C2,3,-18,/,23,/,-7,43,/,5
N#Cc1ccc(C(=O)Nc2cccc3cccnc23)c(F)c1,-2,4,14,3,-1.2,-2,6,-6,-2
CC(=O)CCc1ccc(OCCCCn2cncn2)cc1,-6,4,3,-6,0.1,6,2,-15,1
CCN(c1ccccc1)S(=O)(=O)c1ccc(C(=O)NC2CCCCC2)cc1,3,-4,14,1,-0.9,-2,17,3,4
N#C/C(=C\c1cn(Cc2ccc(F)cc2)c2ccccc12)C(=O)NCc1ccco1,-5,4,-3,0,3.0,-6,-4,8,-2
COc1ccc(C#Cc2ccc3c(c2)O[C@H](CN(C)S(=O)(=O)c2ccccc2F)[C@H](C)CN([C@H](C)CO)S3(=O)=O)cc1,2,-5,-4,6,/,1,-2,/,4
COCCNC(=O)C(=O)NCC1OCCN1S(=O)(=O)c1cccs1 (stereo not drawn),-1,-4,-2,13,2.2,14,-2,20,4
CN(C)S(=O)(=O)c1ccc(C(=O)OCC2COC(C)(C)O2)cc1 (stereo not drawn),-1,1,-9,1,0.6,0,-1,1,1
Cc1ccccc1NC1=C(Cl)C(=O)OC1NC(=O)c1ccccc1 (stereo not drawn),0,-1,8,1,-0.4,-6,-5,8,11
NNC(=O)Cn1c(-c2ccccc2)cc2ccccc21,2,-6,19,-9,-1.0,-5,-5,0,4
COC(=O)C(/C=N/OCc1ccc([N+](=O)[O-])cc1)NC(=O)c1ccccc1 (stereo not drawn),11,-12,12,7,0.6,0,25,-25,31
COc1ccc(CNC(=O)C2(CC3CC(c4ccccc4)=NO3)CCN(C(=O)OC(C)(C)C)CC2)cc1 (stereo not drawn),-3,1,6,13,-2.5,-1,41,5,8
CCS(=O)(=O)NCCNc1ccc([N+](=O)[O-])cc1,1,-3,-1,11,0.8,-3,-20,9,0
CC(=O)c1ccc(N2CCN(C(=O)Nc3ccc(F)cc3)CC2)cc1,3,-5,12,6,/,-1,/,/,/
Cc1ccc(S(=O)(=O)N2CCCCC2CCNC(=O)C(=O)NCc2ccco2)cc1 (stereo not drawn),-4,2,14,-2,-2.9,7,-28,6,2
COc1cccc(-c2onc3ccc(C4(C)OCCO4)cc23)c1,1,-8,2,3,2.1,-1,23,-7,16
COc1ccccc1-c1cc(C(=O)N2CCCCC2)no1,-3,-3,3,-3,-0.9,-7,-29,-28,10
Cc1ccnc2nc(C(=O)OCC(=O)Nc3ccc([N+](=O)[O-])cc3Br)nn12,2,-12,20,6,-0.8,3,-3,-3,-1
CCOC(=O)/C(=N/Nc1ccc(Cl)cc1)Sc1nnnn1-c1ccc(C)cc1,0,1,-12,-8,-1.9,-5,9,16,8
Cc1ccc(NC(=O)CCN2C(=O)NC3(CCCC3)C2=O)c(C)c1,-6,5,25,12,9.6,5,-30,-5,-3
Cc1sc2nc(C3CC3)nc(NCCNS(C)(=O)=O)c2c1C,-4,-2,12,5,-1.1,-2,0,-1,13
Oc1ccccc1/C=C/c1noc(-c2ccccc2O)n1,-2,-6,5,-6,0.0,-7,23,9,0
CC1(C)CC(=O)C(C(c2ccccc2F)C2C(=O)CC(C)(C)CC2=O)C(=O)C1,-2,7,17,-8,-0.6,11,-22,-3,-2

# Five entries picked at random from those above, as already listed:
SMILES,M5 ag,CHRM5 PAM,M1 PAM parental,M5 antag,CRFR2-BP ag,M4 PAM,TAAR1 antag,CRFR2-BP antag,TAAR1 ag
CC(C)Oc1cc(F)ccc1-c1cc(C(=O)Nc2ccc(C(C)C)cc2)[nH]n1,-3,-6,1,15,/,-5,28,/,-1
COc1ccc(C(=O)N/C(=C\c2cn(C)c3ccccc23)C(=O)N2CCOCC2)cc1OC,-1,-2,-8,0,0.4,-6,-9,7,6
COc1ccc(N(CC(=O)NCc2ccc3c(c2)OCO3)S(=O)(=O)c2c(C)nn(C)c2C)cc1,1,-2,18,4,1.3,1,4,-1,2
COCCNC(=O)C(=O)NCC1OCCN1S(=O)(=O)c1cccs1 (stereo not drawn),-1,-4,-2,13,2.2,14,-2,20,4
CN(C)S(=O)(=O)c1ccc(C(=O)OCC2COC(C)(C)O2)cc1 (stereo not drawn),-1,1,-9,1,0.6,0,-1,1,1

# Further records follow.
SMILES,M5 ag,CHRM5 PAM,M1 PAM parental,M5 antag,CRFR2-BP ag,M4 PAM,TAAR1 antag,CRFR2-BP antag,TAAR1 ag
CC1CCCC(NC(=O)COC(=O)[C@@H](NC(=O)c2ccccc2Cl)C(C)C)C1C (stereo partly drawn),1,-2,14,1,-0.1,6,-25,5,7
CCOc1cc(NC(=O)CCl)c(OCC)cc1NC(=O)CCl,-2,5,-5,-6,-2.1,-8,-2,8,-1
COc1cccc(NC(=O)CN(C)C(=O)Cc2ccc(Cl)cc2Cl)c1,-4,-7,-5,10,-3.3,-3,-6,7,-2
COC(=O)Cn1c(=O)c2c(nc3n2CCCN3CCc2ccc(OC)c(OC)c2)n(C)c1=O,2,-2,-11,10,-5.4,-2,5,-13,2
Oc1ccccc1-c1nc(NCc2ccco2)c2ccccc2n1,1,-9,16,6,3.3,0,9,-17,4
O=C(COC(=O)c1cccc(S(=O)(=O)N2CCCC2)c1)Nc1ccc(Cl)cc1,1,-5,-3,4,0.5,-3,14,-3,14
Cc1cccc(NS(=O)(=O)c2ccc3[nH]c(=O)[nH]c3c2)c1C,-3,-7,-7,9,2.0,-6,22,-8,-1
O=C(NCCc1ccccc1)c1ccccc1C(=O)NCCc1ccccc1,-2,2,8,6,-0.5,4,-9,-4,21
CCCNC(=O)C1CC(=O)N(c2ccc(OCc3ccccc3)cc2)C1 (stereo not drawn),3,-6,-10,13,0.8,0,-3,2,4
CCOC(=O)N1CCN(C(=O)C(=O)NNC(=O)COc2ccc(Cl)cc2)CC1,1,-6,18,-10,2.1,-7,-1,6,5
CCC(=O)N1CCc2cc(S(=O)(=O)CCC(=O)NCc3ccc(C)cc3)ccc21,-1,1,-9,1,-0.3,3,-7,7,1
O=C(COC(=O)C12CC3CC(CC(C3)C1)C2)Nc1ccc(OC(F)F)cc1,-4,-12,6,5,9.0,-13,34,-9,2
S=C(NC1CCCC1)N1CCOCC1,-1,1,6,-5,-0.2,6,-5,-5,6
COC(=O)c1c(NC(=O)c2cccs2)sc2c1CCCC2,-2,3,-7,-3,3.4,10,-5,7,17
Cc1ccc(-c2nn(-c3ccccn3)c(=O)c3ccccc23)cc1C,1,0,24,11,-1.7,-3,-39,6,4
CCCC(c1nnnn1Cc1ccc(OC)cc1)N1CCN(c2ccccc2)CC1 (stereo not drawn),-4,8,18,10,0.1,-2,-10,5,0
O=C(Cn1ncc2c1-c1ccccc1OC2)N1CCN(c2ccccn2)CC1,2,-4,11,-2,-1.4,1,20,-16,2
Cc1cc(Cl)cc(C)c1OCCCCCn1ccnc1,-7,0,13,17,-0.5,3,0,-8,19
COc1ccc(Cc2n[nH]c(=S)n2NC(=O)Nc2ccc(C)cc2)cc1,0,3,-5,-1,-3.3,9,-2,19,5
COc1cccc(-c2ncc3ccccc3c2COC(=O)c2ccc(C(F)(F)F)cc2)c1,0,5,-7,8,7.0,-4,-13,-12,8
COc1ccc(-c2ccc3[nH]c4c(c3c2)CCN2C(=O)[C@@H]([C@H](C)O)[C@@H](N(C)C(=O)Nc3ccccc3)C[C@@H]42)cc1,1,-1,17,-9,0.6,-6,39,13,3
COc1ccc(S(=O)(=O)NCC(c2ccco2)N2CCc3ccccc3C2)cc1 (stereo not drawn),-2,-3,-3,0,-1.5,-1,3,4,-1
CCOC(=O)C1(CCc2ccccc2)CCN(C(=O)c2ccoc2)CC1,2,9,6,-18,1.1,-1,-18,-1,0
Cc1nnc(SCC(=O)Nc2cc(S(=O)(=O)N3CCCC3)ccc2Cl)n1C1CC1,7,1,-9,7,1.4,8,-4,9,1
COc1cccc(CNc2nc3ccc(NC(C)=O)cc3s2)c1,1,4,14,0,-1.1,3,-15,14,6
N#Cc1nc(-c2cccs2)oc1NCc1ccc2c(c1)OCO2,-6,-4,-8,-4,-3.9,1,-17,9,17
Cc1nc2ccc(Cl)cc2nc(C)/c1=N\O,-2,-6,19,-2,1.1,15,-6,8,4
CC(Oc1ccc2c(=O)c(-c3ccc(Cl)cc3)c(C(F)(F)F)oc2c1)C(=O)O (stereo not drawn),3,6,17,2,-0.4,-2,8,8,6
COc1ccccc1N1CCN(C(=O)Nc2cccc(C)c2)CC1,-4,-5,20,-4,-1.5,-3,-4,15,11
CCC(=O)Nc1ccc(NC(=O)CSc2nnc(-c3ccco3)n2C)cc1,-1,-6,5,12,-1.1,-3,5,-4,-4
Nc1ccc(-c2nc3nc(N)nc(N)c3nc2-c2ccc(N)cc2)cc1,-1,-1,5,6,0.0,7,-6,-4,-1
C=CCn1c(N)c(C(=O)NCc2ccco2)sc1=S,1,-1,5,1,0.2,3,19,2,3
CC(C)Oc1ccc(C(=O)/C(=C\c2cccs2)c2nc3ccccc3o2)cc1,0,-3,-5,-4,-0.4,-13,9,23,2

# Source: PubChem BioAssay
